Source: PubChem BioAssay
ALOX12 inh – Primary qHTS assay for inhibitors of human arachidonate 12S-lipoxygenase (ALOX12): Round 2. actives 1.1% (n = 580,000). purified 12hLO, xylenol orange hydroperoxide absorbance. Potency, µM (titrated, usually from 108 µM), without a hit: top-dose activity change, negative = inhibition, most hits filed as inhibitors; active = well fitted inhibition curve with a large enough effect; inconclusive = small, poorly fitted or top-dose-only effect, or another doubt; inactive = no such curve, though single readings can be large or run the other way
Target sequence (P18054 whole entry, looked up): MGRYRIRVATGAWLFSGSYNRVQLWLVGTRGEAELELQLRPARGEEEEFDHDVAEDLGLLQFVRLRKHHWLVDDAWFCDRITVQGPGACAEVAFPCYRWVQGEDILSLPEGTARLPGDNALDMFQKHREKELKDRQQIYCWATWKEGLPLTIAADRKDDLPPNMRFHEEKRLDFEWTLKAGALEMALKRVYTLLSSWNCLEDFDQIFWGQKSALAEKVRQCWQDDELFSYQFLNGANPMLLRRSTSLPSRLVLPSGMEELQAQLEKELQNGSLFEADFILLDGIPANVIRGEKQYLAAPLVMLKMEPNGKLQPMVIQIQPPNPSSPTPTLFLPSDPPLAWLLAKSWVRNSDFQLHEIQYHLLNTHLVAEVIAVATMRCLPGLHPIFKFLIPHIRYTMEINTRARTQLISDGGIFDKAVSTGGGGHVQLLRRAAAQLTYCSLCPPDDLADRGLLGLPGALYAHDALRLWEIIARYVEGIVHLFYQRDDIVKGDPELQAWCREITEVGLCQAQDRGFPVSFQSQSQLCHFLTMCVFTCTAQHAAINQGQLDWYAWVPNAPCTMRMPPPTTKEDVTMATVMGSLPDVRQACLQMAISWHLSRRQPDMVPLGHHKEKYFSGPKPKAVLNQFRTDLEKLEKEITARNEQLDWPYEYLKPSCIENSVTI
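Purified human 12hLO (150 nM final) in 25 mM Hepes, 0.01% Triton X-100, pH 7.0 was preincubated 15 min at room temperature with compound. Then 40 uM arachidonic acid was added, 30 min. Hydroperoxide was read by Fe-XO absorbance ratio 573/405 nm.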
* hit, by the source's call; [ ] = dose if it differs, or a comment. % is scaled to controls: 0 for no effect and ±100 for the full control effect; potency is read from the fitted curve at half-maximal effect. Only part of the results is shown, so the mix of outcomes need not match the whole.

How did C[C@H]1[C@@H]2[C@H]3OC(=O)[C@@H](C)[C@@H]3CC[C@@]2(C)CC[C@@H]1NC(=O)c1ccccn1 do in these assays?
ALOX12 inh: 9%[176 µM]

How did COc1cc(-c2onc(C)c2C(=O)NCCc2cccs2)cc(OC)c1OC do in these assays?
ALOX12 inh: 23%

What do the screens show for `CCc1noc(CN(C(=O)c2oc3ccc(C)cc3c2C)C(C)C)n1`?
ALOX12 inh: 23%

Results for O=C(c1cn[nH]c1-n1cnnn1)N1CCn2nc(Cc3ccccc3)cc2C1 ?
ALOX12 inh: 31%[activator]

How did COc1ccccc1C(=O)NCCC1CCN(C(=O)Nc2cc(F)ccc2F)CC1 do in these assays?
ALOX12 inh: 12%

How did COC(=O)C1=C(C)N(CC(C)C)C(=S)NC1c1ccc(Cl)cc1 (stereo unspecified) do in these assays?
ALOX12 inh: inconclusive

How did C=CCN1CC2(CCC1=O)CCN(C(=O)[C@H](OC)c1ccccc1)CC2 do in these assays?
ALOX12 inh: 78%[activator]

How did Cc1cnc(C(=O)NC2C[C@H]3CC[C@@H](C2)N3C(=O)c2ccc(OC(F)(F)F)cc2)cn1 (stereo partly specified) do in these assays?
ALOX12 inh: -2%

How did O=C(Nc1ccc2c(N3CCCCC3)ncnc2c1)c1ccc(F)c(F)c1 do in these assays?
ALOX12 inh: 16%

How did COc1cccc(CN2CCC[C@@H](O)[C@H](NC(=O)c3ccc(OCc4ccccc4)cc3)C2)c1 do in these assays?
ALOX12 inh: -1%

Results for COc1cc(NC(=O)CC2=C3CCCCC3NC2=O)cc(OC)c1 (stereo unspecified) ?
ALOX12 inh: 16%

Results for c1ccc(CN2CCn3c(nnc3C3CCNCC3)C2)cc1 ?
ALOX12 inh: inconclusive

Results for COc1ccc(S(=O)(=O)N2CCc3c(C(=O)Nc4cccc(C)c4)cccc32)cc1 ?
ALOX12 inh: 16%

Results for CCCC(=O)Nc1cnc(-c2ccc(C)cc2)nc1 ?
ALOX12 inh: 44%[activator]

Results for CCC(C)NC(=O)Cn1ccn2nc(-c3ccc(F)cc3)c(CO)c2c1=O (stereo unspecified) ?
ALOX12 inh: 41%[activator]

How did O=C(c1ccc(F)cc1Cl)N1CCN(C(=O)c2nnn3c2COC(c2ccccc2)C3)CC1 (stereo unspecified) do in these assays?
ALOX12 inh: 16%

Results for CCc1ccc(CN2CCC3(CC2)Cc2ccccc2CNC3=O)s1 ?
ALOX12 inh: inconclusive

Results for CCC(=O)N(C1CCOCC1)C1CCN(Cc2cc(F)c(F)cc2F)CC1 ?
ALOX12 inh: 39%[activator]

How did C[C@H](C(=O)N(C)CCC#N)C1CC[C@@]2(C)Cc3sc(NC(=O)C4CC4)nc3[C@@H](C)[C@@H]2[C@H]1O (stereo partly specified) do in these assays?
ALOX12 inh: 15%

How did CCNC(=O)NCCc1noc(-c2ccncc2)n1 do in these assays?
ALOX12 inh: 37%[activator]

Results for CNC(=O)[C@@H](c1ccc(OC)cc1)N1CCC[C@H]1C(=O)N(C)Cc1ccccc1 ?
ALOX12 inh: 34%[activator][176 µM]

How did CC1=C[C@@H](CNC(=O)CC(C)(C)CC(=O)O)[C@H](C(C)C)C[C@H]1Cc1nc2ccc(C)cc2[nH]1 do in these assays?
ALOX12 inh: 24%

Results for Fc1ccccc1CN1CCCN(Cc2cn(-c3ccccc3)nn2)CC1 ?
ALOX12 inh: 48%[activator]

Results for COCCN(C)C(=O)C1(C)CN(Cc2ccccc2)Cc2ccc(NCC(C)C)nc21 (stereo unspecified) ?
ALOX12 inh: 440%[activator][176 µM]

What do the screens show for `Cn1cnc2cc(-c3ccccc3)cc(C(=O)NCc3cccnc3)c21`?
ALOX12 inh: 22%[176 µM]

How did COc1ccc(F)c(-c2nc(CN3CCN4C(=O)CNC(=O)C4C3)c(C)o2)c1 (stereo unspecified) do in these assays?
ALOX12 inh: 25%

Results for CNC(=O)[C@@H]1CN(C(=O)c2ccc(F)cc2Cl)C[C@H]1COC ?
ALOX12 inh: 2%

What do the screens show for `O=C(CCc1ccccc1)N1CCCC2(C1)Nc1cccnc1NC2=NC1CCCC1` (stereo unspecified)?
ALOX12 inh: 10%

Results for CCN(Cc1nccn1C)C(=O)c1ccc(N2CCC(COC)C2)nc1 (stereo unspecified) ?
ALOX12 inh: 25%

How did COCCc1noc(-c2nc(-c3ccc(Cl)cc3)no2)n1 do in these assays?
ALOX12 inh: -4%

How did N#Cc1ccc(CN2CCC3(Cc4ccccc4NC3=O)C2)cc1 (stereo unspecified) do in these assays?
ALOX12 inh: 10%[176 µM]

Results for Cc1cccc(CN2CCCOCCNC(=O)[C@@H]3CCCC[C@@H]32)c1 ?
ALOX12 inh: -9%

What do the screens show for `O=C(N1CCSCC1)C1(c2ccc(Cl)cc2)CCOCC1`?
ALOX12 inh: -4%[6.33 µM]

Results for COc1cccc(CNC(=O)CN2C(=O)NC3(CCCCC3)C2=O)c1OC ?
ALOX12 inh: 1%

Results for C=CCc1cc(C(=O)N2C[C@@H]3CCN(C)C[C@]3(C(=O)O)C2)ccc1OC ?
ALOX12 inh: 4%

Results for COCCN1CCCC(c2[nH]ccc2C(=O)N2CCSCC2)C1 (stereo unspecified) ?
ALOX12 inh: 1%

Results for CN1CC(=O)N(C2CCNCC2)Cc2c1ncnc2N1CCC(N2CCOCC2)CC1 ?
ALOX12 inh: -17%[6.33 µM]

Results for COC(=O)CCNC(=O)C1c2ccccc2C(=O)N(Cc2ccccc2)C12CCCC2 (stereo unspecified) ?
ALOX12 inh: 3%

How did COc1ccc(CN2C[C@@H](CO)[C@H](C3CCN(C(C)=O)CC3)C2)cc1OC do in these assays?
ALOX12 inh: 36%[activator]

Results for COCCn1nc2n(c1=O)CCN(C(=O)COc1ccc(Cl)cc1C)CC2 ?
ALOX12 inh: 34%[activator]

What do the screens show for `CSCC(=O)N1CCCC(CCc2cccc(F)c2)C1` (stereo unspecified)?
ALOX12 inh: 21%

Results for Cc1ccccc1CN1CCN(C(=O)CN2CCCC2=O)CC(O)C1 (stereo unspecified) ?
ALOX12 inh: 12%

Results for O=C(c1ccc(F)cc1)N1CCC(N2CC3CC(C2)[C@H]2CCCC(=O)N2C3)CC1 (stereo partly specified) ?
ALOX12 inh: -4%

Results for COc1cc2c(cc1OC)C(CNC(=O)C(C)C)N(C(=O)Nc1ccc(C)cc1)CC2 (stereo unspecified) ?
ALOX12 inh: -9%

How did COc1ccc(Cc2nc3nccc(-c4cc5ccccc5o4)n3n2)cc1 do in these assays?
ALOX12 inh: 14%

What do the screens show for `Cn1nc2n(c1=O)CCNCC2`?
ALOX12 inh: 23%

Results for O=C(NCCc1cccnc1)c1cccc2c1CCN2C(=O)Nc1ccc(F)cc1 ?
ALOX12 inh: 29%

How did O[C@H]1[C@H](NCc2ccc(-c3ccccc3)cc2)[C@H]2CO[C@H](O2)[C@@H]1Sc1ccccc1 do in these assays?
ALOX12 inh: 15%[176 µM]

How did CNc1nc(C(=O)N2CCC3(CC2)c2nc[nH]c2CCN3C)cs1 do in these assays?
ALOX12 inh: 21%

What do the screens show for `Fc1ccc(Cc2nc(-c3nnn4c3COC(c3ccc(Cl)cc3)C4)no2)cc1` (stereo unspecified)?
ALOX12 inh: 0%

Results for NS(=O)(=O)c1ccc(CNC(=O)C[C@H]2NC(=O)c3ccccc3NC2=O)cc1 ?
ALOX12 inh: 72%

How did CC(C)CNC(=O)N1CCC2(CC1)N(Cc1cccc(F)c1)C(=O)CS2=O (stereo unspecified) do in these assays?
ALOX12 inh: 15%

Results for COCCC1(NS(C)(=O)=O)CCN(C(=O)c2ccc(C)nc2)CC1 ?
ALOX12 inh: 0%

Results for COc1ccc(CN2CCC3(COc4ccccc4C(=O)N3)C2)cc1 (stereo unspecified) ?
ALOX12 inh: inconclusive

What do the screens show for `c1ccc2[nH]c(CCCn3ccnc3-c3cc4n(n3)CCCNC4)nc2c1`?
ALOX12 inh: 108%[activator]

What do the screens show for `O=C1Nc2ccccc2C12CCN(Cc1cccc3ccccc13)C2` (stereo unspecified)?
ALOX12 inh: 7%[6.33 µM]

Results for CC(=O)N1CCC(N2CCC3(CC2)CN(C2CCC2)CC3CO)CC1 (stereo unspecified) ?
ALOX12 inh: 93%[activator]

How did CN(C)C(=O)C1CN(C(=O)c2ccncc2)CC12CCOCC2 (stereo unspecified) do in these assays?
ALOX12 inh: 15%

What do the screens show for `Cc1nn2cc(CCNCC3(O)CNCCOC3)nc2s1` (stereo unspecified)?
ALOX12 inh: 131%[activator]

What do the screens show for `CN1CC[C@@H](c2c(O)cc(O)c3c(=O)cc(-c4ccccc4Cl)oc23)[C@@H](O)C1`?
ALOX12 inh: inconclusive

How did COC(=O)c1cc2n(n1)CCN(C(=O)CCc1cccc(OC)c1)C2 do in these assays?
ALOX12 inh: 26%

How did COCCOc1ncccc1-c1noc([C@@H]2CCCN2CC2CC2)n1 do in these assays?
ALOX12 inh: 21%[176 µM]

How did COc1ccc(OC)c(NC(=O)C2CN(S(=O)(=O)C3CC3)CC23CCCCC3)c1 (stereo unspecified) do in these assays?
ALOX12 inh: -1%

How did CN(Cc1ccccn1)C(=O)CC(c1cccc(O)c1)c1ccccc1Cl (stereo unspecified) do in these assays?
ALOX12 inh: 7%

What do the screens show for `CC(CCN1CCC(C(O)(c2ccccc2)c2ccccc2)CC1)Oc1ccc(OC(F)(F)F)cc1` (stereo unspecified)?
ALOX12 inh: inconclusive

Results for O=C1CC(c2ccccc2)N(C(=O)c2cccs2)CCCCCCN1 (stereo unspecified) ?
ALOX12 inh: 42%[activator]

How did Cc1cc(C(=O)NC2CCCc3c2[nH]c2ccccc32)c2c(C)noc2n1 (stereo unspecified) do in these assays?
ALOX12 inh: inconclusive

What do the screens show for `COc1cc(C(=O)NN=C2c3ccccc3-c3ccccc32)cc(OC)c1OC`?
ALOX12 inh: 9%

What do the screens show for `CCn1ccc2sc(C)c(C(=O)NCc3ccc(Br)cc3)c2c1=O`?
ALOX12 inh: 43%[activator]

How did CC(C)NC(=O)N1CCC(O)(c2csc(CN3CCc4ccccc4C3)n2)CC1 do in these assays?
ALOX12 inh: 2%[176 µM]

What do the screens show for `Cc1ccc(CN2CC[C@@H]3[C@H]2C(=O)NC[C@H](CCC(=O)NCc2cccs2)N3C)cc1`?
ALOX12 inh: 22%

What do the screens show for `CNC(=O)[C@@H]1C[C@@H](O)CN1C1CCN(C(=O)CCc2ccccc2)CC1`?
ALOX12 inh: 13%

Ordered by SMILES length (low to high): 5 of the compounds above.
How did CCNC(=O)NCCc1noc(-c2ccncc2)n1 do in these assays?
ALOX12 inh: 37%[activator]

Results for O=C1CC(c2ccccc2)N(C(=O)c2cccs2)CCCCCCN1 (stereo unspecified) ?
ALOX12 inh: 42%[activator]

Results for COc1ccc(CN2CCC3(COc4ccccc4C(=O)N3)C2)cc1 (stereo unspecified) ?
ALOX12 inh: inconclusive

Results for CNC(=O)[C@@H]1CN(C(=O)c2ccc(F)cc2Cl)C[C@H]1COC ?
ALOX12 inh: 2%

Results for O=C(c1ccc(F)cc1)N1CCC(N2CC3CC(C2)[C@H]2CCCC(=O)N2C3)CC1 (stereo partly specified) ?
ALOX12 inh: -4%

Returning to the listing with the four entries that preceded the break.
What do the screens show for `CCn1ccc2sc(C)c(C(=O)NCc3ccc(Br)cc3)c2c1=O`?
ALOX12 inh: 43%[activator]

How did CC(C)NC(=O)N1CCC(O)(c2csc(CN3CCc4ccccc4C3)n2)CC1 do in these assays?
ALOX12 inh: 2%[176 µM]

What do the screens show for `Cc1ccc(CN2CC[C@@H]3[C@H]2C(=O)NC[C@H](CCC(=O)NCc2cccs2)N3C)cc1`?
ALOX12 inh: 22%

What do the screens show for `CNC(=O)[C@@H]1C[C@@H](O)CN1C1CCN(C(=O)CCc2ccccc2)CC1`?
ALOX12 inh: 13%

What do the screens show for `COc1ccccc1OC1(C(=O)O)CCN(Cc2cnn(C(C)C)c2)CC1`?
ALOX12 inh: -18%

Results for CCC(c1cccs1)N1C(=O)[C@H]2CN(S(=O)(=O)c3ccc(C)c(C)c3)C[C@H]2C1=O (stereo partly specified) ?
ALOX12 inh: -11%

How did CN1C[C@H](NCc2ccc(F)cc2)CCC[C@@H](C(=O)NC2CCOCC2)CC1=O do in these assays?
ALOX12 inh: -21%[176 µM]

Results for CCN1C(=O)N(CC(N)=O)C(=O)C12CCN(Cc1cccc(Oc3ccccc3)c1)CC2 ?
ALOX12 inh: 3%

Results for CCn1cc(-c2ccncc2)cc1C(=O)NCc1ccc(Cl)cc1 ?
ALOX12 inh: 6%

Results for COc1cccc(C(=O)N2CCC(OC3CCN(S(C)(=O)=O)CC3)CC2)c1 ?
ALOX12 inh: 46%[activator]

Results for Cc1nn(-c2ccc(C(F)(F)F)cc2)c(C)c1[C@@H]1C=C[C@@H](NC(=O)CCC(=O)O)C1 ?
ALOX12 inh: 63%[activator][176 µM]

How did Cc1ccc(C)c(Cn2ccn3nc(-c4ccc(F)cc4)c(CO)c3c2=O)c1 do in these assays?
ALOX12 inh: 25%

4 neighbouring compounds already listed, for reference:
Results for CCn1cc(-c2ccncc2)cc1C(=O)NCc1ccc(Cl)cc1 ?
ALOX12 inh: 6%

Results for COc1cccc(C(=O)N2CCC(OC3CCN(S(C)(=O)=O)CC3)CC2)c1 ?
ALOX12 inh: 46%[activator]

Results for Cc1nn(-c2ccc(C(F)(F)F)cc2)c(C)c1[C@@H]1C=C[C@@H](NC(=O)CCC(=O)O)C1 ?
ALOX12 inh: 63%[activator][176 µM]

How did Cc1ccc(C)c(Cn2ccn3nc(-c4ccc(F)cc4)c(CO)c3c2=O)c1 do in these assays?
ALOX12 inh: 25%
